IDE cell activ: boosts human insulin-degrading enzyme activity in HEK cells; activation, % at 5.96 µM; FAbeta-B cleavage, fluorescence polarization; 0% vehicle, 100% cell-free pure enzyme wells; AID 493087; P14735; 0.073% of 340,000 active;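 active means activation above the mean of all tested compounds plus 3 SD, set per screening campaign, cut at about 17% in these data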
UBC9 SUMO inh: SUMOylation inhibition; P63279; HTRF SUMOylation assay, SAE1/SAE2 + UBC9, in vitro; inhibition, % at 35 µM; 0.36% of 290,000 active; in the data active means inhibition above about 50%, passing the limit was not always enough; further: strong numbers were not always called active
Target sequence (P63279 whole entry, looked up): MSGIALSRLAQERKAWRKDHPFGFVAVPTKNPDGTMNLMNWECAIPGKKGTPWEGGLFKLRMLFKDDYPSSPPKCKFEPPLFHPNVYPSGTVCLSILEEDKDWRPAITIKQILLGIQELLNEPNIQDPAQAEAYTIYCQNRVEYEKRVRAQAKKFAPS
M18AAP inhibitor: blocks P. falciparum M18 aspartyl aminopeptidase; 1.2% of 290,000 active; inhibition, % at 7.35 µM; recombinant PfM18AAP, H-Glu-NHMec fluorogenic cleavage; AID 1822;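 active means inhibition above the campaign mean inhibition over all tested compounds plus 3 SD, cut at about 28% in these data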;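 further: 0% = plate median of test compound wells and 100% = 2 mM ZnCl2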
IMP-1 inh: blocks Pseudomonas aeruginosa IMP-1 metallo-beta-lactamase | purified IMP-1, nitrocefin hydrolysis, epi-absorbance fluorescence | inhibition, % at 5.6 µM | 0.45% of 290,000 active;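 active means inhibition above the mean plus 3 SD of all compounds in the same screening run, cut at about 4.5% in these data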;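 further: 0% = IMP-1 with DMSO and 100% = DMSO wells lacking enzyme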
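System – purified recombinant IMP-1 beta-lactamase · Input – IMP-1 dispensed at 0.2 nM · Timing – 15 min preincubation plus 25 min reaction at 25 °C · Signal – Epi-absorbance fluorescence, 480 nm excitation, 530 nm emission · Measure – percent IMP-1 inhibition derived from blank-referenced optical density · Controls – Enzyme-plus-DMSO low control, enzyme-free DMSO high control · Replication – singlicate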
FID counter: fluorescent intercalator displacement, NS3 helicase counter-screen; DNA fluorescent intercalator displacement, fluorescence; inhibition, % at 7.9 µM; 0.17% of 290,000 active; AID 1845; in the data active means inhibition above about 37%;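 further: 0% = vehicle and 100% = reference compound; higher means more ethidium bromide displaced from hairpin DNA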
VIM-2 inh: blocks Pseudomonas aeruginosa VIM-2 metallo-beta-lactamase. purified VIM-2, nitrocefin hydrolysis, epi-absorbance fluorescence. inhibition, % at 5.6 µM. 0.89% of 290,000 active. AID 1527;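 active means inhibition above the mean of all tested compounds plus 3 SD, cutoff set per screening run, cut at about 7.5% in these data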;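 further: red hydrolysis product quenches plate fluorescence so inhibitors raise well fluorescence; 0% = enzyme with DMSO and 100% = DMSO without enzyme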
HCV NS3 hel inh: blocks Hepatitis C virus NS3 helicase unwinding | NS3 helicase DNA unwinding, Cy5 molecular beacon fluorescence | inhibition, % at 10.9 µM | 0.56% of 290,000 active;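 active means inhibition above the mean of all tested compounds plus 3 SD, set per campaign, cut at about 35% in these data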;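 further: 0% = DMSO wells and 100% = thioflavine S control wells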
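Assay system – hepatitis C virus NS3 helicase domain fragment enzyme · Buffer or medium – MOPS pH 6.5, MgCl2, DTT, Tween20, BSA · Reagent – Cy5/quencher beacon DNA duplex and ATP to start · Compound – single 10.9 µM dose · Timing – 1 h at 25 °C · Technique – Cy5 beacon fluorescence read at start and 1 h · Measure – % inhibition of unwinding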
IDE inh: inhibitors of human insulin-degrading enzyme in cells; inhibition, % at 5.59 µM; 0.41% of 320,000 active; HEK cells, FAbetaB cleavage, fluorescence polarization;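 active means percent inhibition above the average of all tested compounds plus 3 SD, set per screening campaign, cut at about 16% in these data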;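 further: IDE supplied by intact live HEK cells; FP after avidin binding of uncleaved biotin substrate so inhibition keeps polarization high; 0% = DMSO wells and 100% = 60 µM reference IDE inhibitor Ii1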
pCIP destab: compounds decreasing mouse p/CIP protein stability. Q05BA5. F442A p/CIP-EGFP cells, EGFP fluorescence, 16 h. decrease of EGFP signal, % at 10 µM. 0.01% of 290,000 active;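 active means EGFP signal decrease of at least 30% at 10 µM or well 3 SD below plate mean, unless failing retest; inactive means the rest, including hits failing retest or dose response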; further: some compounds called inactive have numbers as strong as hits; many of its hits are not listed in these tables
Numbers without * were called inactive; / = not tested or not shown.

SMILES	IDE cell activ	UBC9 SUMO inh	M18AAP inhibitor	IMP-1 inh	FID counter	VIM-2 inh	HCV NS3 hel inh	IDE inh	pCIP destab
Cc1ccc(N(C)S(=O)(=O)c2c(C)[nH]c(C)c2C(=O)N2CCCC2)cc1	0	4	0	-2.3	-13	1.6	7	-6	-4
COC(=O)c1cc(NC(=O)CC2NC3CCCCC3NC2=O)cc(C(=O)OC)c1 (stereo unspecified)	3	5	-2	1.2	-6	1.9	-2	3	-1
CCOC(=O)c1sc(N2C(=O)C(O)=C(C(=O)c3ccc(C)o3)C2c2ccc(OC)c(OC)c2)nc1C (stereo unspecified)	4	0	19	-0.3	-37	-4.5	14	1	-11
COc1ccc(S(=O)(=O)N2CCC(C(=O)NCCc3c[nH]c4ccccc34)CC2)cc1	-1	-12	4	-2.0	-31	0.3	-5	4	6
COCCCN1C(=O)C(=O)/C(=C(/O)c2ccc(S(=O)(=O)N3CCOCC3)cc2)C1c1ccc(Cl)cc1 (stereo unspecified)	8	3	1	-1.4	-55	-3.8	1	2	10
O=C(COc1ccc(S(=O)(=O)N2CCCC2)cc1Cl)NCc1cccnc1	6	0	-3	-1.4	-15	-1.8	6	7	-14
CCOC(=O)C(NS(=O)(=O)c1ccccc1)(C(F)(F)F)P(=O)(OCC(C)C)OCC(C)C (stereo unspecified)	2	-12	-20	-5.4	-4	-2.2	-2	0	5
Cc1ccc(-n2c(O)c(C=NCc3ccccn3)c3ccccc3c2=O)cc1	0	22	8	-2.5	-20	-2.8	-3	-1	-9
Cc1cccn2c(CN(C)C3CCCc4ccccc43)c(C(=O)N3CCOCC3)nc12 (stereo unspecified)	3	-1	-9	-5.2	-32	-2.3	3	2	-1
Cc1nn(C)c(C)c1S(=O)(=O)N(CC(=O)NCCCOC(C)C)c1ccc(C(C)C)cc1	5	6	1	-4.4	-30	-1.7	4	3	-9
COc1ccccc1-c1ccc(=O)n(CC(=O)NC(C)(C)C)n1	7	12	4	-3.6	-1	-4.3	-5	3	6
COc1ccc(C(CNC(=O)c2ccc(NS(=O)(=O)c3ccc(F)cc3)cc2)N2CCOCC2)cc1 (stereo unspecified)	7	3	0	-1.7	-18	-1.0	-12	3	-13
CC1(C)CC2CC(C)(CN2C(=O)C23CCC(C)(C(=O)C2)C3(C)C)C1 (stereo unspecified)	4	10	-9	-0.5	-23	-1.1	10	-1	-11
Cc1ccc(C)c(N2CCN(CCCNC(=O)Cn3cccc3C(=O)c3ccccc3C)CC2)c1	5	11	3	-4.2	38*	-5.4	-34	4	-6
O=C(NC(=S)N1CCN(Cc2ccc3c(c2)OCO3)CC1)c1cccc(Br)c1	-2	7	1	-3.8	-18	-4.3	-14	-1	-3
N/C(=N\OC(=O)c1cc([N+](=O)[O-])ccc1Cl)c1cccnc1	5	-11	3	-3.0	-2	-2.2	3	2	22
COc1ccc2oc(C(=O)NCC(Cc3ccccc3)N(C)C)c(C)c2c1 (stereo unspecified)	2	0	-1	0.1	19	1.3	-40	3	-2
CC(C)CCNC(=O)c1cnn2c(C(F)(F)F)cc(-c3ccco3)nc12	-2	18	-11	-4.7	-26	7.5	4	11	-11
CC(/C=C/c1ccco1)=N\NC(=O)C(O)c1ccccc1 (stereo unspecified)	-5	3	-6	-4.5	-3	-4.5	1	2	-10
CC(C)C(C)(C#N)NC(=O)CSc1nc(C2CCCCC2)n(-c2ccccc2)n1 (stereo unspecified)	5	-7	4	-3.8	-35	-2.6	-11	0	-7
CCN1CCN(C(=S)c2ccc(-c3ccccc3)cc2)CC1	3	7	26	-0.7	2	-0.9	12	0	-8
O=C(c1ccc2c(c1)OCCCO2)c1cccs1	-1	0	8	4.0	-4	0.9	4	2	6
CC(=O)c1c(C)[nH]c(C(=O)N2CCCCCC2)c1C	-1	22	-2	-5.1	-5	-3.5	3	0	-7
COc1ccccc1-n1nnnc1SCC(=O)N(CC(C)C)C1CCS(=O)(=O)C1 (stereo unspecified)	2	0	-3	-1.4	-28	-2.4	0	/	-7
O=C(COc1ccccc1[N+](=O)[O-])N/N=C/c1ccc(O)cc1	6	-14	-3	-1.7	3	-2.0	0	0	5

Among those listed so far, four have a furan ring, fused or not:
SMILES	IDE cell activ	UBC9 SUMO inh	M18AAP inhibitor	IMP-1 inh	FID counter	VIM-2 inh	HCV NS3 hel inh	IDE inh	pCIP destab
CCOC(=O)c1sc(N2C(=O)C(O)=C(C(=O)c3ccc(C)o3)C2c2ccc(OC)c(OC)c2)nc1C (stereo unspecified)	4	0	19	-0.3	-37	-4.5	14	1	-11
COc1ccc2oc(C(=O)NCC(Cc3ccccc3)N(C)C)c(C)c2c1 (stereo unspecified)	2	0	-1	0.1	19	1.3	-40	3	-2
CC(C)CCNC(=O)c1cnn2c(C(F)(F)F)cc(-c3ccco3)nc12	-2	18	-11	-4.7	-26	7.5	4	11	-11
CC(/C=C/c1ccco1)=N\NC(=O)C(O)c1ccccc1 (stereo unspecified)	-5	3	-6	-4.5	-3	-4.5	1	2	-10

More compounds follow.
SMILES	IDE cell activ	UBC9 SUMO inh	M18AAP inhibitor	IMP-1 inh	FID counter	VIM-2 inh	HCV NS3 hel inh	IDE inh	pCIP destab
NC(=O)CSc1nnc(-c2cccs2)n1Cc1ccco1	0	14	-1	-1.4	0	-0.9	1	0	11
COC(=O)C1=C(C)N(CCc2ccc(OC)cc2)C(=O)C1	5	-17	-5	-0.4	-8	1.3	2	4	-11
Cc1ccc(/S(C)=N/S(=O)(=O)c2ccc(C)cc2)cc1 (stereo unspecified)	0	21	0	-2.5	1	-0.4	-5	-6	4
O=C(NCc1ccco1)Nc1ccc2snnc2c1	1	69*	-6	0.5	0	-1.5	0	0	-1
C=CCNC(=S)NCc1ccccc1OC	1	1	6	-3.4	-2	-1.5	-4	2	-4
O=C1CNc2ccc(C(=O)N3CCN(c4ccccn4)CC3)cc2N1	0	/	25	-0.4	-8	-0.6	-2	3	-4
CCn1c(=O)c2cc(C(=O)Nc3ccccc3OC)sc2c2ccccc21	6	38	-8	-3.4	0	0.2	2	3	-1
CCC(=O)Nc1cccc(C2=NOC3(C2)C[C@@H](C(N)=O)N(C(=O)c2cc([N+](=O)[O-])cc([N+](=O)[O-])c2)C3)c1 (stereo partly specified)	2	20	/	/	/	/	/	-4	-7
Cc1c(C(=O)c2ccc(Cl)cc2Cl)cnc2cc3c(cc12)OCO3	3	-9	-1	-5.0	-4	-1.9	4	0	-3
O=C(O)C1Cc2ccccc2CN1C(=O)c1ccco1 (stereo unspecified)	2	13	4	-0.6	-8	2.6	19	1	-1
O=C(OCc1cccc(Cl)c1)c1cc(S(=O)(=O)N2CCCCC2)ccc1N1CCOCC1	-3	-15	-1	-3.3	-49	-1.6	-12	-2	-13
CCOc1ccc(N2C(=O)CN(O)C=C3N=c4ccccc4=C32)cc1	/	12	10	1.0	-15	1.5	9	-7	-17
Cc1ccccc1C(=O)N1CCN(c2ncccn2)CC1	5	-5	-3	-0.4	-4	-2.1	2	-1	-8
Cc1ccc2c(c1)C(c1ccccc1)N(C(=O)c1ccc(Br)o1)CC(=O)N2 (stereo unspecified)	-7	-7	4	-3.5	-32	-0.2	-9	-5	-5
CCC(C)N1CCNCC1 (stereo unspecified)	5	6	1	-1.3	-1	-2.3	-5	2	8
COc1cc(NC(=O)C/C(C)=N/NC(=O)C2CCCCC2)c(OC)cc1Cl	-3	-3	1	-3.3	-27	0.5	-12	-1	4
Cc1ccc(/C=N/NC(=O)c2ccc3nc[nH]c3c2)o1	-1	15	-4	-2.9	-5	-2.7	8	2	-33
Cc1ccn(CCNC(=O)C2CCC(=O)N(CCc3ccc(Cl)cc3)C2)n1 (stereo unspecified)	5	-5	5	-1.6	-12	-1.9	7	2	-4
CCOc1cc(S(=O)(=O)n2ccnc2)ccc1Cl	4	-21	3	0.6	5	0.7	-3	2	-1
Cc1c(C(=O)Cc2ccccc2)n(C)c2ccccc12	1	4	0	-2.3	-5	-2.0	-6	0	8
CC(=O)c1ccc(N(C)C)cc1	0	18	2	-4.4	0	-4.5	-5	2	-4
S=C(Nc1ccccc1)N1CCc2ccccc21	1	-1	0	0.2	-8	-1.0	8	0	5
COc1ccc2[nH]c(=O)c(C(=O)O)cc2c1	2	17	-3	-3.8	2	-2.0	7	-3	-6
COc1ccc(-n2ccnc(SCC(=O)NCc3ccccc3Cl)c2=O)cc1	1	20	6	2.6	-25	2.7	23	5	-4
COCCCn1c(=O)c2sccc2n2c(CCCC(=O)NCc3ccc(F)cc3)nnc12	1	3	0	-1.7	-36	-0.3	7	3	-2

(listing goes on)
SMILES	IDE cell activ	UBC9 SUMO inh	M18AAP inhibitor	IMP-1 inh	FID counter	VIM-2 inh	HCV NS3 hel inh	IDE inh	pCIP destab
COc1c(Cl)cc(Br)c(OC)c1C(=O)NC(=O)Nc1nc(C)cc(C)n1	2	2	4	-3.0	-5	-1.9	1	0	1
COc1ccc(Cl)cc1NC(=O)C(=O)NC1CCCCCC1	0	19	-15	-2.8	3	-2.6	2	-1	-10
CCOc1ccc(CCNC(=O)C2CCN(C(=O)N(C)C)CC2)cc1OCC	-3	11	-5	-2.0	-17	-5.1	4	0	19
NC(=O)c1ccc(NC(=O)CSc2nnc(-c3cccnc3)n2Cc2ccco2)cc1	-14	4	-18	-2.5	-22	-2.5	6	4	-8
CCc1nnc(NC(=O)c2ccc(OCc3c(C)noc3C)c(OC)c2)s1	-6	6	-2	-3.1	-25	-2.8	8	14	8
O=C1c2ccccc2C(=O)N1CCc1nc(-c2cccnc2)no1	3	26	-17	1.0	-6	-0.4	2	0	-1
Cc1cc(Br)ccc1OCCNCc1ccccc1	5	5	6	-0.6	38*	-1.6	-35	-4	10
Nc1ccc(Oc2c(Cl)cccc2Cl)nc1	0	37	5	-1.9	-9	-1.0	13	8	-26

Structural class: those above with bromine
SMILES	IDE cell activ	UBC9 SUMO inh	M18AAP inhibitor	IMP-1 inh	FID counter	VIM-2 inh	HCV NS3 hel inh	IDE inh	pCIP destab
O=C(NC(=S)N1CCN(Cc2ccc3c(c2)OCO3)CC1)c1cccc(Br)c1	-2	7	1	-3.8	-18	-4.3	-14	-1	-3
Cc1ccc2c(c1)C(c1ccccc1)N(C(=O)c1ccc(Br)o1)CC(=O)N2 (stereo unspecified)	-7	-7	4	-3.5	-32	-0.2	-9	-5	-5
COc1c(Cl)cc(Br)c(OC)c1C(=O)NC(=O)Nc1nc(C)cc(C)n1	2	2	4	-3.0	-5	-1.9	1	0	1
Cc1cc(Br)ccc1OCCNCc1ccccc1	5	5	6	-0.6	38*	-1.6	-35	-4	10

Sorted by number of heavy atoms (descending): some entries from above.
SMILES	IDE cell activ	UBC9 SUMO inh	M18AAP inhibitor	IMP-1 inh	FID counter	VIM-2 inh	HCV NS3 hel inh	IDE inh	pCIP destab
CCOC(=O)C(NS(=O)(=O)c1ccccc1)(C(F)(F)F)P(=O)(OCC(C)C)OCC(C)C (stereo unspecified)	2	-12	-20	-5.4	-4	-2.2	-2	0	5
COc1ccc(S(=O)(=O)N2CCC(C(=O)NCCc3c[nH]c4ccccc34)CC2)cc1	-1	-12	4	-2.0	-31	0.3	-5	4	6
COc1ccc(Cl)cc1NC(=O)C(=O)NC1CCCCCC1	0	19	-15	-2.8	3	-2.6	2	-1	-10

Compound activity: PubChem BioAssay, several laboratories
